TRAIL sens C8 = viability loss with TRAIL in NB7+C8 cells, primary screen, TRAIL sensitizer project, cell-based, ATPlite luminescence; AID 624354, 2012; 360,000 tested, 1% active; inhibition (viability loss, TRAIL sensitization), % at 10 µM;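 active = compounds causing at least 50% loss of cell viability in the single-dose screen, relative to plate controls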
TWEAK Fn14 block = inhibitors of TWEAK-Fn14 signaling, primary screen, luciferase reporter cells, uHTS. AID 1159606, 2016. TWEAK-stimulated Fn14 reporter cells, luciferase luminescence, 8 h. 360,000 tested, 2% active. inhibition, % at 10 µM; in the data active = inhibition above about 50%
NR5A2 inv ag = LRH-1 (NR5A2) inverse agonists, primary screen, cell-based, luminescence, HEK293T, StAR-luciferase reporter; LRH-1 transfected, 24 h; Nuclear receptor subfamily 5 group A member 2 (Homo sapiens), O00482; 360,000 tested, 0.13% active; inhibition, % at 3.6 µM;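 active = inhibition above the mean inhibition of all tested compounds plus 3 SD, cut at about 73% in these data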;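 also: 0% = DMSO wells and 100% = reporter-only cells lacking LRH-1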
Target sequence (O00482 whole entry, looked up): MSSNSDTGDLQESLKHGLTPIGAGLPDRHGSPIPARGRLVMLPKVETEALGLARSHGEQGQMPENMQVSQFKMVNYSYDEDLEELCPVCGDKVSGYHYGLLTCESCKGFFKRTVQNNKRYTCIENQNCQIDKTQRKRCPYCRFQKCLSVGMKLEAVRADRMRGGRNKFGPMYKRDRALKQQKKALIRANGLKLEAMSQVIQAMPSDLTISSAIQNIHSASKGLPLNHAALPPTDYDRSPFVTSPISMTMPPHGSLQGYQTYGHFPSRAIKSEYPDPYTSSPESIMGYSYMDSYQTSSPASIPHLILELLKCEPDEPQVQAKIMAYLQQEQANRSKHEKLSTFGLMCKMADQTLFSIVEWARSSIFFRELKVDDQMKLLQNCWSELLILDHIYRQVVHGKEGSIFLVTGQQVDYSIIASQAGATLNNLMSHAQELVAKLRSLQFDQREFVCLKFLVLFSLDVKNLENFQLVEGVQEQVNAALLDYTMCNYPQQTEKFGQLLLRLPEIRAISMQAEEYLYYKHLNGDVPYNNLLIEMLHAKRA
KKLEB cytotox = cytotoxicity in KKLEB CF airway cells, primary screen, cytotoxicity control for CF NF-kB inhibitor project, cell-based, uHTS, fluorescence assay plates | KKLEB CF airway cells viability, ATPlite luminescence, overnight; hits give low values; cells stimulated with P. aeruginosa culture filtrate | 360,000 tested, 0.36% active | activity change (cytotoxicity), % at 5 µM;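 active = corrected activity change at or below -50% at 5 µM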
Shn3 3UTR inh = reduction of Shn3 3'UTR firefly luciferase signal, primary screen, Schnurri-3 inhibitor project, cell-based, Clone20 osteoblasts, set 2 | Clone20 osteoblast Shn3 3'UTR firefly luciferase, 24 h | inhibition, % at 12.5 µM | 360,000 tested, 0.52% active;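 active = mean inhibition of at least 75% with every replicate also reaching 75%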;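 also: 0% = median of neutral control wells and 100% = pilot-screen positive control compound; some compounds past the cut are filed as inactive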
NCOA3 inh = SRC3 coactivator transcriptional activity inhibitors, primary screen, cell-based, luminescence | inhibition, % at 3.6 µM | 360,000 tested, 0.17% active | AID 588352, 2011 | HEK293 GAL4-SRC3 luciferase reporter | Nuclear receptor coactivator 3 (Homo sapiens), Q9Y6Q9;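 active = inhibition above a per-campaign cutoff, the mean of all compounds plus 3 SD, cut at about 60% in these data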;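 also: 0% = DMSO-treated cells and 100% = gossypol-treated cells at 36 µM; higher means less SRC3-driven luciferase light from the GAL4 reporter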
TROY signal inh = inhibitors of TROY-driven NF-kB signaling, primary screen, Q293 LMP1-TROYcd cells, NF-kB luciferase, uHTS. Q293 LMP1-TROYcd NF-kB luciferase reporter, 4 h. 360,000 tested, 0.98% active. inhibition, % at 10 µM;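 active = compounds whose plate-normalised and pattern-corrected inhibition of the luciferase reporter signal at the single screening dose is 50% or more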
NCOA1 inh = SRC1 coactivator transcriptional activity inhibitors, primary screen, cell-based, luminescence; Nuclear receptor coactivator 1 (Homo sapiens), Q15788; HEK293 GAL4-SRC1 luciferase reporter; inhibition, % at 3.6 µM; 360,000 tested, 0.12% active; AID 588354, 2011;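 active = inhibition above the campaign mean plus 3 SD, with each screening campaign given its own cutoff, cut at about 60% in these data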;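 also: 0% = DMSO treated cells and 100% = gossypol at 36 µM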
NR2F2 inh = NR2F2 transcriptional activity inhibitors, primary screen, cell-based, luciferase reporter, HEK293T, luminescence; HEK293T NGFI-A luciferase reporter; inhibition, % at 8.6 µM; 370,000 tested, 0.7% active; AID 686940, 2013;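 active = inhibition above a per-plate cutoff, mean inhibition of test wells between control levels plus 3 SD, cut at about 38% in these data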;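 also: cells cotransfected with COUP-TFII expression vector driving the NGFI-A reporter; 0% = median of COUP-TF2 test wells and 100% = reporter-only cells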
Target sequence (P24468 whole entry, looked up): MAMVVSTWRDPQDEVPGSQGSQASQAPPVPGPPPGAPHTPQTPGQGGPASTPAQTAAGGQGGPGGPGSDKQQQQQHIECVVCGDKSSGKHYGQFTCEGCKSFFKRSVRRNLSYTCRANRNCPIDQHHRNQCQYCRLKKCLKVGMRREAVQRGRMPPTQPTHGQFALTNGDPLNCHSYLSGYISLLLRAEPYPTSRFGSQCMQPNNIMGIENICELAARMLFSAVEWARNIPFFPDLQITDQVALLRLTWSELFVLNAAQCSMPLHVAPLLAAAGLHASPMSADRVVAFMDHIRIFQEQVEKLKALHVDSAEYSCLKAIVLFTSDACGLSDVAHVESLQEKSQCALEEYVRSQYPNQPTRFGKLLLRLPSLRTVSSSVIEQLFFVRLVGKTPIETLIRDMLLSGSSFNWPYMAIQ
CF NFkB inh = inhibitors of PAF-induced NF-kB signaling, primary screen, cell-based, GFP fluorescence, uHTS; 360,000 tested, 0.86% active; inhibition, % at 5 µM; KKLEB NF-kB-GFP reporter, GFP fluorescence overnight;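 active = at least 50% inhibition at 5 µM, scaled per plate between neutral and stimulator controls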;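 also: PAF is a Pseudomonas aeruginosa culture filtrate used as stimulus; plate controls were PAF-stimulated DMSO wells for no effect and unstimulated DMSO wells for full effect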
EBV LMP1 NFkB = EBV LMP1-driven NF-kappaB luciferase reporter inhibitors, primary screen, cell-based, luminescence, single point | LMP1-induced NF-kappaB luciferase reporter cells | inhibition, % at 12.5 µM | 350,000 tested, 0.69% active; in the data active = inhibition above about 41%;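 also: 0% = neutral control wells and 100% = reference inhibitor control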
* marks the source's active call; other numbers are inactive results; . = no result given.

SMILES | TRAIL sens C8 | TWEAK Fn14 block | NR5A2 inv ag | KKLEB cytotox | Shn3 3UTR inh | NCOA3 inh | TROY signal inh | NCOA1 inh | NR2F2 inh | CF NFkB inh | EBV LMP1 NFkB
O=S(=O)(c1cnc(Cl)c(Br)c1)N1CCN(c2ncccn2)CC1 | 37.1 | -15.1 | -15.4 | -6.1 | -10.7 | 7.9 | -2.1 | -6.7 | 11.8 | 5.9 | -1.0
COc1ccc(N(CC(=O)NC2CCCC2)C(=O)CS(=O)CC(=O)Nc2ccc3c(c2)OCO3)cc1 (stereo not drawn) | -9.6 | -2.0 | -7.4 | 8.0 | 1.7 | 0.9 | 7.9 | -49.5 | 6.7 | 1.7 | 1.2
CC1(C)CC(=O)C/C(=N\NC(=O)C2CC23CCC3)C1 (stereo not drawn) | 6.8 | 7.1 | -3.0 | 20.2 | -8.2 | -10.6 | 4.6 | 17.4 | -7.3 | -41.4 | 2.6
COc1ccc(C(=O)N2CCCCC2c2cc(C(=O)NCc3ccc(F)cc3)no2)cc1 (stereo not drawn) | 10.2 | -19.7 | 14.1 | 1.3 | -3.4 | 18.4 | 15.7 | 8.1 | -6.9 | -17.9 | .
COC(=O)C1=C(C)Nc2c(c(=O)n(C)c(=O)n2C)C1c1cccc(O)c1 (stereo not drawn) | -12.6 | -11.1 | 0.8 | 1.4 | 0.7 | 7.6 | -7.5 | 9.2 | -15.8 | -0.1 | -15.4
COc1ccccc1N1CCN(C(=O)c2cn(Cc3ccccc3)nc2-c2cccnc2)CC1 | -8.5 | 2.9 | -1.3 | 8.1 | 14.8 | 20.7 | 6.1 | 2.9 | 0.7 | 14.0 | -1.3
COc1ccnc(Oc2ccc(F)cc2)c1-c1ncn[nH]1 | -2.8 | 0.2 | -8.0 | -4.3 | 15.4 | 7.3 | 6.8 | 3.5 | 3.7 | 13.6 | 6.0
Cc1c(O)ccc(-c2n[nH]c(C(=O)O)c2-c2nc3ccccc3s2)c1O | 3.7 | -5.0 | -46.4 | 0.3 | . | 2.0 | -3.8 | -3.1 | -0.5 | -8.5 | -17.7
COc1ccc(N(C(=O)COc2ccccc2OC)S(=O)(=O)c2ccc(C)cc2)cc1 | -4.1 | 15.3 | -0.6 | -1.1 | 8.8 | 10.5 | 34.6 | -6.9 | -5.9 | 4.7 | 3.7
Cc1cccc(-c2cnc(C(O)c3ccc(-c4ccccc4)cc3)[nH]2)c1 (stereo not drawn) | 7.6 | 17.7 | 20.5 | -4.0 | -14.5 | -1.8 | 19.7 | -7.7 | 10.2 | 25.1 | .
O=C(C1CCC(CNS(=O)(=O)c2cccs2)CC1)N1CCN(c2ccc(Cl)cc2)CC1 (stereo not drawn) | 31.5 | 49.8 | 4.7 | -0.4 | 87.7* | 44.9 | 47.8 | 31.2 | 60.3* | 0.9 | 32.7
CCOC(=O)C1CCN(S(=O)(=O)c2ccc(OCC(=O)OC)cc2)CC1 | 28.1 | -8.6 | 9.7 | 2.1 | 3.1 | 11.9 | 4.7 | -0.6 | 0.7 | 4.0 | 6.8
CCOc1ccc(NC(=O)N(CCC(C)C)C2CCN(C(C)=O)CC2)cc1 | -7.1 | 3.4 | 6.8 | -3.0 | 2.5 | -2.2 | 5.4 | 18.4 | -2.3 | 1.7 | 6.7
COc1ccc2c(c1OC)C(=O)N1N=C(c3ccc(Cl)cc3)CC21 (stereo not drawn) | 6.6 | -19.3 | 2.8 | 9.0 | 3.6 | 14.1 | -13.9 | -36.6 | -15.9 | 3.1 | -7.4
COc1ccc(CC(=O)OCC(=O)N2CCc3ccccc32)cc1OC | -22.7 | -2.0 | 0.8 | 17.9 | 17.4 | 3.3 | -12.9 | 9.6 | 1.8 | 0.0 | 8.1
Cc1ccc(OCC(=O)N2CCN(C(=O)CCC3CCCC3)CC2)cc1 | -7.1 | 1.7 | 11.5 | -4.0 | -7.8 | 19.9 | 13.6 | -6.2 | . | 3.5 | 6.5
Cc1ccc2nc(N(CCCN(C)C)C(=O)CS(=O)(=O)c3ccccc3)sc2c1 | 6.5 | 35.5 | -8.9 | -1.1 | 22.9 | 8.2 | -18.5 | -13.5 | 7.0 | 35.4 | 11.0
COC(=O)C1=C(C)N(Cc2ccccc2)C(=NCc2cc(OC)c(OC)c(OC)c2)N[C@H]1c1cccc(F)c1 | 3.1 | -14.7 | 1.4 | -8.4 | 15.0 | 1.8 | -2.0 | -4.8 | . | -6.5 | 4.4
CCCS(=O)(=O)N1CCN(C2Cc3ccccc3C2)CC1 | -7.1 | -11.0 | -5.7 | 10.4 | . | 16.6 | 7.0 | -7.8 | 12.7 | -8.3 | -14.4
COc1ccc(OC)c(N(CC(=O)NCc2ccncc2)S(C)(=O)=O)c1 | -0.1 | 24.7 | 2.4 | -5.3 | -2.2 | -2.3 | 7.3 | -2.8 | 10.9 | -0.3 | -2.8
CCc1sc(N(C(=O)Cc2ccccc2)c2ccccc2)nc1-c1ccccc1 | -17.4 | 3.4 | -9.4 | -13.8 | 19.4 | 5.4 | 1.5 | -26.0 | -16.1 | 5.6 | -2.2
Cc1cccc2cc(/C=N/NC(=O)c3ccccc3O)c(Cl)nc12 | 25.5 | 14.8 | 7.9 | -35.1 | 6.4 | 4.2 | 56.5* | 0.5 | 0.1 | 49.3 | 7.2
Cc1ccc(C)n1-c1ccc(N2CCOCC2)c([N+](=O)[O-])c1 | -5.5 | 11.0 | 3.0 | -11.3 | -3.1 | 4.0 | -2.2 | -42.2 | -30.6 | 0.3 | -15.3
O=C1N[C@@H](c2ccccc2)COC(=O)[C@H](Cc2ccc(F)cc2)CC/C=C/C[C@@H]1CC(=O)N(CCO)Cc1ccccc1 | 22.1 | -19.8 | 13.2 | 8.4 | -4.3 | 11.3 | 2.0 | 8.8 | -0.5 | 4.1 | 14.9
Cn1c(=O)[nH]c(=O)c2c1nc(N1CCOCC1)n2CCSc1nnnn1-c1ccccc1 | 4.2 | -1.9 | -1.8 | 12.9 | -2.7 | 5.9 | 18.2 | -10.5 | -18.6 | -9.8 | -9.2
Nc1c(C(=O)NC23CC4CC(CC(C4)C2)C3)sc2nc3c(c(C(F)(F)F)c12)CCC3 | 0.9 | 26.3 | 8.2 | 6.7 | -21.7 | -4.2 | -15.2 | 12.2 | -4.6 | 6.9 | -12.0
CCN1CCN(C(=O)N(CC(=O)Nc2ccc(C(N)=O)cc2)S(=O)(=O)c2ccc(C)cc2)CC1 | -5.8 | -4.6 | -7.5 | 2.7 | -81.6 | -7.3 | 6.6 | -4.9 | -10.8 | 0.5 | 2.7
COc1ccc(S(=O)(=O)N2CCCCC2)cc1NC(=O)CCNC(=O)c1ccco1 | -15.4 | -9.3 | -22.8 | 3.4 | -9.0 | 2.2 | 4.9 | 2.4 | 4.1 | -0.6 | -8.8
CCOc1ccc(C(=O)OCC(=O)Nc2cc(C)on2)cc1OCC | -1.1 | -4.5 | 14.4 | 2.6 | 8.8 | 11.7 | 0.2 | 3.2 | -5.1 | -7.1 | -8.4
Cc1ccc(C[n+]2cccc(-c3ccccc3)c2)c(C)c1 | 32.7 | 15.7 | 27.8 | 8.3 | 80.5 | 29.2 | 10.6 | 11.2 | 25.5 | 4.1 | 11.9
CC(C)(C)c1nc2ccccc2[nH]1 | -4.3 | 0.7 | 12.2 | 0.4 | 4.1 | 8.1 | 15.1 | 7.7 | 0.8 | -1.2 | 0.4
CN1CCN(c2nc(Nc3ccc(F)cc3)nc(Nc3ccc(F)cc3)n2)CC1 | 16.1 | -0.1 | 3.2 | -7.4 | 24.0 | 19.1 | -67.1 | 13.5 | -8.2 | -9.1 | -7.6
CC(CN(C)Cc1nc(Cc2cccc(C(F)(F)F)c2)no1)CN1CCCC1 (stereo not drawn) | 14.5 | -5.4 | -14.0 | -0.6 | -5.6 | 7.1 | -17.1 | 7.6 | -2.2 | -10.0 | -0.5
O=C1NC(=Nc2ccccc2)SC1(CO)CO | 12.9 | 14.4 | 9.8 | 4.5 | 0.5 | -17.9 | 10.4 | -41.2 | 1.4 | 13.5 | -3.7
O=C(COC(=O)c1cc[n+]([O-])cc1)Nc1cc([N+](=O)[O-])ccc1Cl | 20.2 | 9.3 | 2.0 | 16.6 | -13.6 | 1.1 | -19.4 | 4.6 | 5.7 | -37.9 | 7.1
CCc1nn(C(CC)C(=O)NCc2cccc(OC)c2OC)c(=O)c2cc3occc3n12 (stereo not drawn) | -15.5 | -10.9 | -5.2 | -0.2 | 14.1 | 2.2 | -7.1 | 13.1 | 5.5 | -15.4 | 4.7
NC(=O)c1nn(CC(=O)Nc2ccc3c(c2)OCO3)cc1[N+](=O)[O-] | -7.3 | -0.3 | -2.9 | 7.6 | -31.5 | 12.4 | 1.1 | 1.7 | -15.3 | 4.8 | 0.5
COCCSc1nnc(NC(=O)COC)s1 | -16.1 | -3.3 | 1.4 | -2.6 | -30.2 | 0.6 | 0.5 | 6.6 | 20.6 | 2.0 | 2.0
C=C(C)CN(CC)C(=O)CC1C(=O)NCCN1C (stereo not drawn) | -2.3 | 0.7 | 5.4 | -3.2 | 50.7 | 19.2 | -18.9 | -4.2 | 1.9 | 2.3 | 5.1
CC1CN(C(=O)COC(=O)Cc2c(Cl)cccc2Cl)CC(C)O1 (stereo not drawn) | 4.3 | 23.8 | -29.3 | -4.6 | -22.5 | -1.5 | 7.8 | -21.5 | 10.9 | -24.0 | 1.1

4 entries from above, reformatted.
Every second line gives: TRAIL sens C8 | TWEAK Fn14 block | NR5A2 inv ag | KKLEB cytotox | Shn3 3UTR inh | NCOA3 inh | TROY signal inh | NCOA1 inh | NR2F2 inh | CF NFkB inh | EBV LMP1 NFkB
- Cc1ccc(C[n+]2cccc(-c3ccccc3)c2)c(C)c1
 : 32.7 | 15.7 | 27.8 | 8.3 | 80.5 | 29.2 | 10.6 | 11.2 | 25.5 | 4.1 | 11.9
- Cc1cccc2cc(/C=N/NC(=O)c3ccccc3O)c(Cl)nc12
 : 25.5 | 14.8 | 7.9 | -35.1 | 6.4 | 4.2 | 56.5* | 0.5 | 0.1 | 49.3 | 7.2
- CCc1sc(N(C(=O)Cc2ccccc2)c2ccccc2)nc1-c1ccccc1
 : -17.4 | 3.4 | -9.4 | -13.8 | 19.4 | 5.4 | 1.5 | -26.0 | -16.1 | 5.6 | -2.2
- CN1CCN(c2nc(Nc3ccc(F)cc3)nc(Nc3ccc(F)cc3)n2)CC1
 : 16.1 | -0.1 | 3.2 | -7.4 | 24.0 | 19.1 | -67.1 | 13.5 | -8.2 | -9.1 | -7.6

High-throughput results deposited in PubChem by several laboratories.

Not all compounds are listed; the hit share may differ from the screen's.
